VCAM1 TNFa inh: reduces TNF alpha induced VCAM1 expression in HUVEC. HUVEC TNFa-induced VCAM-1 immunofluorescence, high-content imaging. inhibition, % at 2 µM. 95,000 compounds, 0.48% hits;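 active = inhibition above the batch mean plus 3 SD, with images confirmed as a hit by eye, cut at about 37% in these data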;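 also: 0% = TNF-stimulated DMSO wells and 100% = unstimulated control wells; not every result past the cut was called active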
HUVEC tox TNFa: toxic to HUVEC cells under TNF alpha stimulation; HUVEC TNFalpha-stimulated, Hoechst cell count, imaging; cell count reduction, % at 2 µM; 93,000 compounds, 0.17% hits; AID 848;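 active = cell count reduction exceeding the screen mean by over 5 SD, scaled to untreated wells per plate, cut at about 78% in these data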;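 also: cells counted after 24 h of TNF alpha exposure following the 1 h pretreatment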
MT1-MMP txn act: MT1-MMP promoter transcription activation | 86,000 compounds, 0.16% hits | activation factor at 10 µM | HT1080 MT1-MMP promoter luciferase reporter, luminescence, overnight; hits give high values;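 active = activation factor of at least 2 for MT1-MMP transcription at 10 µM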
IL1B cytotox: toxic to HUVEC cells under IL-1B stimulation | HUVEC cell count loss, Hoechst imaging, IL-1B stimulated | cell count reduction, % at 2 µM | 94,000 compounds, 0.41% hits | AID 845;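 active = cell count reduction more than 3 SD above the screen-wide mean, cut at about 70% in these data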;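 also: normalized per plate to untreated control cells as the no-loss baseline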
LYP inh 2: inhibitors of human LYP (PTPN22) phosphatase | AID 640 | 96,000 compounds, 0.21% hits | inhibition, % at 2 µM | recombinant LYP catalytic domain, DiFMUP fluorescence | Q9Y2R2;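 active = inhibition at 2 µM at or above a set limit, the screen mean plus 3 SD, cut at about 24% in these data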;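 also: 0% = DMSO with enzyme and 100% = enzyme fully blocked by orthovanadate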
Smad3 FoxH1 inh: inhibitors of human Smad3 transcription factor binding. P84022. TR-FRET Smad3/Dy647-FoxH1 peptide binding, europium anti-His. inhibition, % at 25 µM. 88,000 compounds, 0.29% hits. AID 630;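 active = compounds that reduce the energy-transfer binding signal between the protein and its labelled peptide by more than half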;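 also: 0% = Smad3 plus labelled peptide maximal FRET and 100% = peptide-only background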
Target sequence (P84022 whole entry, looked up): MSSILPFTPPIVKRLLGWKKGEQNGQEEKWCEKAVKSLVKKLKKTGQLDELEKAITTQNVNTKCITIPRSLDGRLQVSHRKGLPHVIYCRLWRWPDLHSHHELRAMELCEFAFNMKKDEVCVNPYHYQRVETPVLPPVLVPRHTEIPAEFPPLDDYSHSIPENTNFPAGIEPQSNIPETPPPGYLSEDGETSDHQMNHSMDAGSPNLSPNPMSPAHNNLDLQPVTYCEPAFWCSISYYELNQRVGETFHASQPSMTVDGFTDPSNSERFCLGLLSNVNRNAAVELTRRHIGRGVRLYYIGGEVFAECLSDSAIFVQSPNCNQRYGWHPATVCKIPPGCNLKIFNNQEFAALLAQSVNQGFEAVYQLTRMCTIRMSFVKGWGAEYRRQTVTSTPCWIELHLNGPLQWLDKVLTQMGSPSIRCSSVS
Candida biofilm: kills Candida albicans biofilms; C. albicans biofilm + clotrimazole, Alamar Blue; inhibition, % at 6 µM; 85,000 compounds, 0.14% hits; AID 834;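 active = inhibition above 20%; inactive = inhibition below 20%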;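 also: preformed 24 hr biofilms exposed to compound for 48 hr; 0% = biofilm without compound and 100% = blank killed by clotrimazole plus chlorhexidine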
cytoskel mod: modifiers of cytoskeleton assembly; HUVEC TNFa F-actin phalloidin imaging, high content; 91,000 compounds, 0.18% hits; inhibition, % at 2 µM; AID 836;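 active = inhibition above the batch mean plus 3 SD and confirmed as a hit by visual image inspection, cut at about 30% in these data, passing the limit was not always enough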; also: strong numbers were not always called active
hDAT+cocaine: modulates human dopamine transporter uptake under cocaine; B-score at 10 µM; 110,000 compounds, 1.3% hits; Q01959; LLC-PK1 hDAT cells, [14C]-dopamine uptake with cocaine IC80; actives deviate in either direction;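 active = Z score or B-score, a plate-position-corrected score, falls beyond the plate's 99.7% confidence bounds, in either direction; inactive = both scores lie inside the 99.7% bounds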;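 also: scored against the spread of the other compound wells on the same plate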
Target sequence (Q01959 whole entry, looked up): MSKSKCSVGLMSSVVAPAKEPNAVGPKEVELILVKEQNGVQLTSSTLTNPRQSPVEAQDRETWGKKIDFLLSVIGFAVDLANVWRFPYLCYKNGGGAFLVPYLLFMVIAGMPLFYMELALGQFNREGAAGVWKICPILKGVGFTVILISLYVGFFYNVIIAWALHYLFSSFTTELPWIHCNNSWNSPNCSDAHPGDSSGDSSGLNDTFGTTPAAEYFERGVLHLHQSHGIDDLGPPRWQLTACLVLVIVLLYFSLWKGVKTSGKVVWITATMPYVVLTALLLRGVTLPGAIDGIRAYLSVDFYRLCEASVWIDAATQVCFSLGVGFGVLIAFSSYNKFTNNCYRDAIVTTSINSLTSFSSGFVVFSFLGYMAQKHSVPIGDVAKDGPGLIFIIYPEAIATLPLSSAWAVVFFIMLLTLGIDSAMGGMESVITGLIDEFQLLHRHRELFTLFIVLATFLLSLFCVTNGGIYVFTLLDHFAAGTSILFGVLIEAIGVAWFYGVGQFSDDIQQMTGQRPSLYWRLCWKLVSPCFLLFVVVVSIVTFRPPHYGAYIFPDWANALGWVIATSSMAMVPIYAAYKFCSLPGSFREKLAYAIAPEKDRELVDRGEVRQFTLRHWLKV
An asterisk follows results filed as active; . = no result given; [ ] = dose if it differs, or a comment.

no.	smiles	VCAM1 TNFa inh	HUVEC tox TNFa	MT1-MMP txn act	IL1B cytotox	LYP inh 2
1	O=C(NCC1(c2ccccc2)CCCC1)c1cccc(Br)c1	23	-4	.	5	16
2	O=C(O)c1[nH]nc2c1COc1ccccc1-2	12	20	1.5	6	2
3	Cn1c(=O)c2c(nc(NCCc3ccccc3)n2CC(=O)NCCc2ccccc2)n(C)c1=O	20	0	1	-45	-10
4	COCCn1c(=NC(=O)CSCC(=O)NC2CCCCC2)sc2cc(OC)ccc21	15	-21	1	-6	1
5	O=C(Nc1cccc2ccccc12)/C(Cl)=C/c1ccccc1	0	-22	.	22	4
6	Cn1c(/C(C#N)=C2/CCCCCN2)nc2ccccc21	.	.	1.2	.	.
7	OCCNCCCCOc1ccccc1F	2	-51	1	-12	13
8	O=S(=O)(c1ccc(C2CCCCC2)cc1)N1CCCC1	9	-4	1.1	.	-15

no.	Smad3 FoxH1 inh	Candida biofilm	cytoskel mod	hDAT+cocaine
1	.	.	-23	0.6
2	1	2	-11	-1.9
3	2	1	-3	-0.0082
4	-6	4	-16	-0.25
5	.	.	-15	0.0073
6	8	6	.	1.1
7	17[fluorescence artefact?]	8	0	-1
8	0	8	7	0.31

(next part)
no.	smiles	VCAM1 TNFa inh	HUVEC tox TNFa	MT1-MMP txn act	IL1B cytotox	LYP inh 2
9	O=C1CC(c2ccc3c(c2)OCO3)c2cc3c(cc2N1)OCO3 (stereo unspecified)	-6	14	.	-41	-10
10	COc1cc(/C=N/NC(=Nc2ccc(C)cc2)c2nc3ccccc3s2)ccc1O	-2	-46	1.3	2	0
11	Nc1c(C(=O)c2ccccc2)sc(Nc2ccccc2)c1S(=O)(=O)c1ccccc1	-11	7	1.1	-3	8
12	O=C1[C@@H]2C(c3ccccc3Cl)=NO[C@@H]2C(=O)N1Cc1ccccc1	-6	.	1	-2	2
13	O=C(CN1CCC2(CC1)OCCO2)c1c[nH]c2ccccc12	19	-37	1.2	-2	-4
14	CCOc1ccc2[nH]c(=O)c(CN(CCc3ccccc3)C(=O)c3cnccn3)cc2c1	11	-14	1.2	-18	-14
15	Nc1nonc1-c1noc(-c2ccccc2Br)n1	15	-11	1	-36	-10
16	COc1ccc(-c2noc(CCC(=O)Nc3nc4ccccc4s3)n2)cc1	-4	5	1.3	-45	5

no.	Smad3 FoxH1 inh	Candida biofilm	cytoskel mod	hDAT+cocaine
9	8	13	-16	-0.81
10	7	0	14	0.35
11	0	-2	14	-0.23
12	-9	3	-11	0.79
13	-14	0	11	-0.59
14	-10	8	-12	-1.2
15	4	6	7	-1.2
16	7	5	0	-0.075

More structures.
no.	smiles	VCAM1 TNFa inh	HUVEC tox TNFa	MT1-MMP txn act	IL1B cytotox	LYP inh 2
17	CCCOc1ccc2ccccc2c1/C=N/n1cnnc1	8	-16	1	-19	3
18	Cc1ccccc1CN1C(=O)CSc2ccc(C(=O)N3CCOCC3)cc21	.	.	1.1	.	.
19	COc1ccc(NC(=O)Cn2nc(C(F)(F)F)c3c2CCCC3)c(OC)c1	19	-2	1.2	-32	-2
20	N#Cc1nc(-c2cccc3ccccc23)oc1NCCN1CCCCC1	-26	0	1.6	9	3
21	Cc1cc(NS(=O)(=O)c2ccc(NC(=O)CCCC(=O)O)cc2)nc(C)n1	30	.	1	-9	-1
22	O=C1Nc2cc(S(=O)(=O)N3CCCC3)ccc2N2CCCC12 (stereo unspecified)	7	4	.	9	9
23	COc1cc(-c2nc3cnccn3c2Nc2ccc(C(C)C)cc2)ccc1O	6	-3	1.4	-57	-9
24	CCCCn1c(SCC(=O)N2CCC(C)CC2)nc2ccsc2c1=O	-6	-6	1.3	-5	12

no.	Smad3 FoxH1 inh	Candida biofilm	cytoskel mod	hDAT+cocaine
17	.	.	-4	1.9
18	4	5	.	0.045
19	2	3	12	-0.34
20	7	3	-6	0.098
21	.	.	3	0.018
22	.	.	14	-0.02
23	10	12	2	0.017
24	6	6	28	0.13

(listing goes on)
no.	smiles	VCAM1 TNFa inh	HUVEC tox TNFa	MT1-MMP txn act	IL1B cytotox	LYP inh 2
25	COC(=O)CC(NS(=O)(=O)c1cccs1)c1ccccc1Cl (stereo unspecified)	-2	1	.	-26	7
26	CCN1CCN(c2ccc(NC(=O)c3cccc4ncccc34)cc2)CC1	7	4	1.2	29	-4
27	Cn1c(=O)n(CCc2ccccc2)c(=O)c2c1nc1n2CCN1Cc1ccco1	0	-11	1.3	-1	1
28	O=C(NNC(=S)NC(=O)c1cccnc1)c1ccc(Cl)cc1	-8	-33	.	-114	18
29	Cc1nc(C(F)(F)F)c(C(=O)NC(=O)Nc2ccccc2)s1	2	-20	.	-63	-5
30	CC(=O)N1CCC(=NNS(=O)(=O)c2cccc([N+](=O)[O-])c2)CC1	44	15	.	7	-2
31	O=C(NC1CCCC1)c1c[nH]c2ccc(F)cc2c1=O	2	-30	1	-13	-3
32	CCC(=O)N(Cc1ccc(C)cc1)Cc1cc2cc3c(cc2[nH]c1=O)OCO3	9	-6	1.3	2	-2

no.	Smad3 FoxH1 inh	Candida biofilm	cytoskel mod	hDAT+cocaine
25	.	.	-24	0.27
26	6	-1	-9	0.017
27	3	8	6	1.7
28	.	.	-13	0.079
29	.	.	-13	-0.93
30	.	.	-1	0.84
31	6	6	5	4.5*
32	15[fluorescence artefact?]	6	-9	-0.078

Further compounds.
no.	smiles	VCAM1 TNFa inh	HUVEC tox TNFa	MT1-MMP txn act	IL1B cytotox	LYP inh 2
33	CNC(=O)Cn1nc(C)c2ccccc2c1=O	0	-22	1.2	30	-2
34	Cc1nc(NC(=O)c2ccc(F)cc2)sc1C(=O)Nc1ccc2c(c1)CCC2	0	4	.	-1	-21
35	CCOc1cc(-c2noc(N)c2C(=O)OC)cc(OCC)c1OCC	-2	-29	1.1	23	4
36	O=C(Nc1ccccc1)C1CCCCC1	16	-16	1.3	1	-7
37	COCC(=O)Nc1nnc(SCC(=O)NCc2cccs2)s1	4	-8	1.1	3	-10
38	COc1ccccc1/C=N/NC(=Nc1ccc(C)cc1)c1nc2ccccc2s1	4	-11	1.9	1	11
39	COc1ccc(-c2noc(CCC(=O)N3CCC(C)CC3)n2)cc1	5	-14	1.1	5	-5
40	Cn1c(=O)cc(SCC(=O)NCC2CCCO2)c2ccccc21 (stereo unspecified)	31	-5	1.1	-2	5

no.	Smad3 FoxH1 inh	Candida biofilm	cytoskel mod	hDAT+cocaine
33	1	7	-3	-0.53
34	.	.	-6	-0.39
35	1	3	3	.
36	13	3	-7	0.043
37	10	11	23	-0.83
38	3	3	20	-0.042
39	-7	8	-8	0.63
40	27[fluorescence artefact?]	9	-9	-0.12

Other records:
no.	smiles	VCAM1 TNFa inh	HUVEC tox TNFa	MT1-MMP txn act	IL1B cytotox	LYP inh 2
41	CCOc1ccccc1C1CC(=O)NC(SCC(=O)Nc2nccs2)=C1C#N (stereo unspecified)	6	-26	.	-6	-5
42	Cc1cc(C(=O)NCc2cccs2)no1	-5	-8	1.3	3	7
43	O=C(NCC1CCCO1)C1CCCCN1S(=O)(=O)c1ccc(F)cc1 (stereo unspecified)	.	.	1.1	.	.
44	CCN(CC)CC#CC(C)OCOCC#CCOC (stereo unspecified)	-5	-42	1.2	-47	4
45	CCOc1ccccc1NC1=C(Cl)C(=O)N(Cc2ccccc2)C1=O	-6	-4	.	1	-5
46	O=C(NCCCCNC(=O)c1ccc(Br)s1)c1ccc(Br)s1	-26	2	.	-2	10
47	CC(=O)Nc1nc2ccccc2n1Cc1ccccc1	12	-1	1.1	-13	7
48	Cc1cccc(N=C2N=C(N)c3ccccc32)c1	5	-10	1.2	-17	3

no.	Smad3 FoxH1 inh	Candida biofilm	cytoskel mod	hDAT+cocaine
41	.	.	-1	-1.1
42	10	2	-8	0.48
43	-5	0	.	-0.14
44	0	.	-16	-0.46
45	.	.	-7	0.16
46	.	.	-12	-0.55
47	2	5	-29	0.048
48	14	6	-11	0.038

Quoted from above, nos. 12 to 15
no.	smiles	VCAM1 TNFa inh	HUVEC tox TNFa	MT1-MMP txn act	IL1B cytotox	LYP inh 2
12	O=C1[C@@H]2C(c3ccccc3Cl)=NO[C@@H]2C(=O)N1Cc1ccccc1	-6	.	1	-2	2
13	O=C(CN1CCC2(CC1)OCCO2)c1c[nH]c2ccccc12	19	-37	1.2	-2	-4
14	CCOc1ccc2[nH]c(=O)c(CN(CCc3ccccc3)C(=O)c3cnccn3)cc2c1	11	-14	1.2	-18	-14
15	Nc1nonc1-c1noc(-c2ccccc2Br)n1	15	-11	1	-36	-10

no.	Smad3 FoxH1 inh	Candida biofilm	cytoskel mod	hDAT+cocaine
12	-9	3	-11	0.79
13	-14	0	11	-0.59
14	-10	8	-12	-1.2
15	4	6	7	-1.2

Later entries
no.	smiles	VCAM1 TNFa inh	HUVEC tox TNFa	MT1-MMP txn act	IL1B cytotox	LYP inh 2
49	COC(=O)N1CCN(c2ccc(C(C)=O)cc2)CC1	2	-5	1.2	-18	-3
50	CCCCN(CC)Cc1ccc(CNC(=O)Nc2ccc(OC)cc2OC)o1	-7	-6	1.2	-46	-9
51	O=C(COC(=O)C1CC1)c1c[nH]c2ccccc12	17	-23	1.6	4	-3
52	CN(C)c1nc(OCCNC(=O)Nc2ccccc2)nc(N2CCOCC2)n1	11	-8	.	-10	11
53	O=S(=O)(N1CCCCCC1)N1CCN(S(=O)(=O)N2CCCCC2)CC1	27	-7	1.2	-25	2
54	CC(/C=N\N1CCN(c2ccc(Cl)cc2)CC1)=C\c1ccccc1	5	-15	.	-6	10
55	Cc1c(C2OC(=O)C3(CCCCC3)C(=O)C2(C)C)c(=O)n(-c2ccccc2)n1C (stereo unspecified)	-8	11	1.1	13	-4
56	COc1cc(NC(=O)CN2C(=O)c3ccccc3S2(=O)=O)c(OC)cc1Cl	-9	-3	1.1	-88	3

no.	Smad3 FoxH1 inh	Candida biofilm	cytoskel mod	hDAT+cocaine
49	9	2	-2	-0.72
50	5	5	-11	-0.38
51	4	6	0	0.48
52	0	9	-10	0.0077
53	4	3	-13	-0.77
54	.	.	7	-0.87
55	4	6	-24	0.83
56	-1	6	13	-0.82

(next part)
no.	smiles	VCAM1 TNFa inh	HUVEC tox TNFa	MT1-MMP txn act	IL1B cytotox	LYP inh 2
57	Cc1ccc(C)c(OCCOCCN2CCOCC2)c1	-9	-35	1.2	-76	8
58	COc1ccc(OC)c(NC(=O)C2=C(C)Nc3ncnn3C2c2cccs2)c1 (stereo unspecified)	.	.	1.1	.	.
59	CC(C)(C)c1ccc(C(=O)Nn2c(CCC(=O)O)ccc2-c2cccs2)cc1	-21	10	1	-1	13
60	CN(C)S(=O)(=O)c1cccc(NC(=O)COC(=O)CCc2nc3ccccc3s2)c1	-3	5	1.2	-10	2

no.	Smad3 FoxH1 inh	Candida biofilm	cytoskel mod	hDAT+cocaine
57	-9	-4	.	0.18
58	6	11	.	0.58
59	-3[fluorescence artefact?]	-1	12	-0.27
60	-3	2	11	0.018

Bioassay records as filed in PubChem BioAssay.

Not all compounds are listed. The share of hits here may be higher or lower than overall.
